# AID2073: disruptors of CaV2.2 binding to Mint1 – biochemical, HTRF (AID 2073); one-dose inhibition, % at 20 µM; IC50 in µM for titrated hits; 290,000 compounds, 0.19% hits; HTRF protein-protein interaction, Mint1-CaV2.2; higher % means a stronger effect; in the data active = inhibition mostly above about 51%, no sharp cut-off; inconclusive = no clear call, values can overlap the other calls; inactive = mostly below about 53%; also: some results filed as inactive read as strong as hits
# SIAH1 antagonists: blockers of Siah-1 interaction with plectin peptide – biochemical, fluorescence polarization, rhodamine-plectin, uHTS, primary screen (AID 1817) | Siah-1 / rhodamine-plectin peptide fluorescence polarization; higher % means a stronger effect | displacement, % at 20 µM; hits with a dose series show IC50 in µM | 290,000 compounds, 0.02% hits;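 active = displacement of at least 50% at 20 µM, with a fluorescence ratio check between 0.3 and a set limit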;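 also: plate controls were Siah plus tracer with DMSO for no effect and tracer alone without Siah for full effect; strong numbers were not always called active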
# KOR beta-arrestin-1: KOR agonists, beta-arrestin recruitment, primary screen, cell-based, luminescence, uHTS (AID 1777); 280,000 compounds, 0.02% hits; KOR beta-arrestin recruitment, luminescence; higher % means a stronger effect; activation, % at 10 µM; hits with a dose series show EC50 in µM; in the data active = activation above about 50%, passing the limit was not always enough; also: a part of the inactive calls stands beside numbers as strong as those of hits
# KOR beta-arrestin-2: KOR antagonists, beta-arrestin recruitment, cell-based, luminescence, uHTS (AID 1778). inhibition, % at 10 µM; hits with a dose series show IC50 in µM. 290,000 compounds, 0.091% hits. KOR beta-arrestin recruitment, luminescence, antagonist mode; higher % means a stronger effect; in the data active = inhibition above about 50%; also: strong numbers were not always called active
# GPR35 antagonists: GPR35 antagonists blocking zaprinast-driven arrestin recruitment, primary screen, imaging, U2OS, beta-arrestin-GFP, zaprinast agonist (AID 2058); U2OS GPR35 beta-arrestin-GFP translocation imaging, zaprinast antagonism; higher % means a stronger effect; inhibition, % at 10 µM; hits with a dose series show IC50 in µM; 290,000 compounds, 0.052% hits;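 active = inhibition of at least 50% with at least 30 cells and total cytoplasm GFP at most 10,000,000; inconclusive = under 30 cells or total GFP of 10,000,000 plus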
# GPR55 LPI antagonism: inhibition of LPI-stimulated GPR55 beta-arrestin translocation – imaging, U2OS, beta-arrestin-GFP, LPI agonist, primary screen (AID 2013); inhibition, % at 10 µM; hits with a dose series show IC50 in µM; 290,000 compounds, 0.13% hits; U2OS GPR55 beta-arrestin-GFP translocation imaging, LPI antagonism; higher % means a stronger effect;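 active = spots per cell inhibited over 60%, with over 100 cells counted and total cytoplasm intensity under 500,000; inconclusive = wells with under 100 cells, flagged as likely toxic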;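 also: U2OS cells stably carrying GPR55 and arrestin-GFP stimulated by 5 µM LPI near EC80; imaged beta-arrestin-GFP aggregate spots per cell after agonist stimulation; plate controls were LPI-stimulated DMSO wells for no effect and DMSO wells without LPI for full effect; some results filed as inactive read as strong as hits; confirmed hits need IC50 under 10 µM and bright autofluorescent wells are also inconclusive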
# HIV peptide binding: inhibitors of HIV fusion peptide binding, primary screen, biochemical, uHTS, fluorescence dequenching (AID 1986); one-dose inhibition, % at 20 µM; IC50 in µM for titrated hits; 290,000 compounds, 0.3% hits; cell-free peptide binding, fluorescence dequenching, 30 min; higher % means a stronger effect; in the data active = inhibition mostly above about 52%, no sharp cut-off; inactive = mostly below about 76%; also: some results filed as inactive read as strong as hits
# GPR55 activation: selective activators of receptor GPR55 – imaging, U2OS cells, beta-arrestin-GFP redistribution, primary screen (AID 1961). U2OS GPR55 beta-arrestin-GFP redistribution imaging; higher % means a stronger effect. activation, % at 10 µM; hits with a dose series show EC50 in µM. 290,000 compounds, 0.048% hits;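 active = activation above 40% with more than 50 cells counted in the well; inconclusive = wells holding fewer than 50 cells, flagged as toxic or sparse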;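 also: U2OS osteosarcoma cells stably expressing GPR55 and beta-arrestin-GFP; plate controls were DMSO negative control for no effect and LPI positive control for full effect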
# NOD1 inhibition: NOD1 signaling inhibitors, primary screen, cell-based, luminescence, uHTS (AID 1578) | NOD1-driven NF-kB luciferase reporter cells, luminescence; higher % means a stronger effect | 290,000 compounds, 1% hits | inhibition, % at 4 µM, or EC50 in µM where a hit was titrated; in the data active = inhibition mostly above about 36%, no sharp cut-off; inactive = mostly below about 34%;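 also: HEK-293T reporter cells stimulated with the NOD1 agonist gamma-tri-DAP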
# * hit, by the source's call; u = inconclusive; x = no result given; [ ] = remark or other dose.
SMILES,AID2073,SIAH1 antagonists,KOR beta-arrestin-1,KOR beta-arrestin-2,GPR35 antagonists,GPR55 LPI antagonism,HIV peptide binding,GPR55 activation,NOD1 inhibition
O=C(NC1=NCCS1)c1ccc(Cl)s1,3%,1%,-2.0%,14%,-9%,-11%,0.6%,-0.3%,-11%
Cc1c(C(=O)COC(C)(C)C)[nH]c2ccccc12,8%,-1%,3.1%,-7%,-3%,-18%,1.3%,-0.3%,-26%
O=C(CCc1nnc(Cc2cccc(C(F)(F)F)c2)o1)NCC(F)(F)F,1%,-1%,x,-64%[20 µM],19%,-6%,0.4%,-0.2%,-44%
CC1CCCCN1C(=S)NCc1ccccc1 (configuration not stated),-17%,3%,-3.2%,1%,-1%,4%,0.5%,0.5%,-8%
Cc1cc2[nH]c(=O)c(=O)[nH]c2cc1S(=O)(=O)Nc1cccc(Cl)c1C,6%,3%,-3.0%,3%[20 µM],0%,-3%,-0.8%,-0.3%,-7%
CCCNc1nc2c(c(=O)[nH]c(=O)n2C)n1CCCc1ccccc1,-3%,-3%,1.1%,1%,-1%,2%,0.1%,-0.1%,-27%
Cc1ccc(NC2=NC3(CCCCC3)N=C(N)N2)c(C)c1,18%,1%,-2.0%,7%,16%,7%,-1.6%,-0.2%,-19%
CCOC(=O)C(CCCCCOc1ccccc1[N+](=O)[O-])C(=O)OCC,3%,-2%,1.1%,2%,9%,0%,-0.4%,-0.3%,11%
CC(CNS(=O)(=O)c1ccc2c(c1)NC(=O)CCS2)c1ccccc1 (configuration not stated),16%,1%,1.4%,8%,-2%,-16%,2.4%,-0.2%,-18%
COc1cccc(CNC(=O)CCC2CCCN(C(=O)c3ccc(OC)c(F)c3)C2)c1 (configuration not stated),-34%,-4%,3.0%,-27%,12%,-2%,0.9%,-0.1%,-44%
O=[n+]1c2c(n([O-])c3c1CCCC3)CCCCC2,-6%,1%,-0.5%,-35%,14%,0%,1.2%,7.5%,-4%
Cc1ccc(C(=O)NN2C(=O)C3C(C2=O)C2C=CC3C23CC3)cc1 (configuration not stated),8%,15%,-3.8%,-2%,11%,10%,1.4%,-0.2%,-14%
CC(=O)N1c2ccc(S(=O)(=O)NCCC(=O)NC3CCCC(C)C3C)cc2CC1C (configuration not stated),-3%,0%,-1.7%,-12%,4%,1%,-0.6%,0.0%,5%
CC(C)c1ccc(/C=N/n2c(-c3ccccc3)n[nH]c2=S)cc1,-30%,12%,-1.6%,-92%[20 µM],-9%,4%,8.5%,-0.3%,-48%
CC(=O)Nc1cc(C(=O)O)ccc1S(=O)(=O)c1ccc(Cl)cc1,-5%,3%,7.6%,-4%,1%,-4%,4.2%,0.7%,-5%
Cn1ncc2c1ncn1nc(COc3ccc4ccccc4c3)nc21,4%,1%,-6.1%,-13%,-6%,-11%,-0.9%,-0.2%,-18%
O=C(N/N=C\c1coc2ccccc2c1=O)c1ccco1,-9%,2%,-2.2%,4%,-16%,-3%,-1.1%,-0.4%,20%
Cn1c(SCC(=O)Nc2sccc2C(N)=O)nnc1-c1ccncc1,29%,-2%,1.0%,-2%,-3%,-2%,-0.6%,0.9%,-4%
CCCn1nc(NC(=O)c2cccs2)c2cc3cc(C)ccc3nc21,9%,-4%,6.8%,-29%,-7%,4%,0.7%,0.1%,-13%
CCn1nc(C(C)C(=O)O)c2ccccc2c1=O (configuration not stated),-3%,6%,x,-32%[20 µM],3%,6%,0.0%,0.1%,-23%
CCOC(=O)C(CC)Sc1nc2c(cnn2-c2ccccc2)c(=O)[nH]1 (configuration not stated),-2%,2%,4.6%,-6%,9%,-8%,-3.3%,0.2%,6%
N/C(=N\O)c1ccncc1,-6%,9%,-0.4%,6%,5%,10%,-1.0%,-0.1%,-6%
CCS(=O)(=O)N1CCC(C(=O)NC2CCCCC2)CC1,3%,2%,2.1%,19%,3%,4%,1.8%,0.1%,-6%
COc1ccccc1CNc1nc(=S)[nH]c2cc(OC)c(OC)cc12,-58%,-2%,-0.7%,-24%,-12%,3%,-1.0%,-0.3%,-1%
O=C1c2ccccc2C(=O)C12OC2c1ccc(Cl)cc1 (configuration not stated),-4%,-3%,2.1%,23%,16%,8%,-0.2%,0.3%,82%*
O=C(Nc1ccc2c(c1)OCO2)C1CCN(Cc2cnn(-c3ccccc3)c2-n2cccc2)CC1,-4%,1%,0.1%,2%,-8%,9%,1.6%,0.2%,-8%
N#CCCN1CCN(S(=O)(=O)c2ccc(S(=O)(=O)NC3CC3)cc2)CC1,1%,11%,0.3%,-11%,28%,5%,-1.6%,0.2%,-13%
Cc1cc(/C=N/NC(=O)c2ccncc2)c(C)n1-c1ccccc1,2%,10%,-2.7%,8%,0%,18%,-1.5%,-0.4%,-40%
CCCCNC(=O)CC(NS(=O)(=O)c1ccc(C)cc1)c1ccco1 (configuration not stated),3%,3%,-4.0%,19%,6%,24%,2.0%,-0.1%,-10%
N#Cc1ccsc1NC(=O)COC(=O)c1ccc(NC(N)=O)cc1,22%,-2%,-4.4%,-8%[20 µM],-2%,7%,28%,0.2%,-36%

# The list goes on; the last 2 above are carried over.
SMILES,AID2073,SIAH1 antagonists,KOR beta-arrestin-1,KOR beta-arrestin-2,GPR35 antagonists,GPR55 LPI antagonism,HIV peptide binding,GPR55 activation,NOD1 inhibition
CCCCNC(=O)CC(NS(=O)(=O)c1ccc(C)cc1)c1ccco1 (configuration not stated),3%,3%,-4.0%,19%,6%,24%,2.0%,-0.1%,-10%
N#Cc1ccsc1NC(=O)COC(=O)c1ccc(NC(N)=O)cc1,22%,-2%,-4.4%,-8%[20 µM],-2%,7%,28%,0.2%,-36%
CCOC(=O)CSc1nnc2n(Cc3ccccc3)c(=O)c3c4c(sc3n12)CCC4,-20%,-7%,-9.3%,-19%,15%,-13%,2.5%,0.2%,8%
COc1cccc(CNC(=O)CN2C(=O)CC(c3ccccc3)=Nc3ccccc32)c1,2%,2%,x,6%[20 µM],8%,2%,-1.4%,0.2%,-35%
Cc1ccc(C)c(Nc2nn3c(=O)c4ccc(C(=O)NCc5cccnc5)cc4nc3s2)c1,31%,3%,-3.1%,-6%,-2%,-7%,-0.8%,-0.3%,-14%
O=C1CSC(=S)N1c1ccc(F)cc1,-6%,-2%,0.2%,-8%,-1%,-6%,-1.4%,0.5%,-3%
COc1cccc(CN2CC(C(=O)N3CCN(C(C)C)CC3)CCC2=O)c1 (configuration not stated),0%,2%,8.2%,-24%,5%,-9%,-0.7%,-0.1%,-16%
C=C(C)C1CC=C(C)/C(=N/NC(=O)COc2ccc(C)cc2)C1 (configuration not stated),-1%,15%,-2.2%,-14%,-4%,-5%,-0.5%,-0.1%,-10%
O=C(CCCCn1c(=O)c2ccccc2n(Cc2ccc(F)cc2)c1=O)NCc1ccco1,-3%,4%,0.5%,-31%,11%,-5%,1.9%,-0.1%,-19%
CCOC(=O)c1c(C)[nH]c(C2=NNC(=NC(C)COC)SC2)c1C (configuration not stated),-27%,-4%,-2.8%,0%,-4%,12%,0.0%,-0.3%,-32%
COc1ccccc1N(CC(=O)N1CCC(C(N)=O)CC1)S(=O)(=O)c1ccccc1,u,-4%,2.0%,-48%,-14%,15%,1.0%,-0.2%,1%
COCC1CCN(c2nc3nonc3nc2N2CCSCC2)C1 (configuration not stated),-10%,-1%,2.8%,-35%,4%,11%,-0.3%,-0.2%,-30%
OCC[C@@H]1C[C@@H](O)[C@H](O)[C@@]2(CCCc3ccccc3O2)O1,4%,13%,-0.1%,-3%[20 µM],-11%,-5%,1.8%,-0.2%,13%
Cc1c(C)n(-c2ccccc2)c2ncnc(NCCN(C)C)c12,3%,-2%,-5.0%,9%,4%,2%,0.1%,-0.3%,1%
CC(C)Cn1c(/C=C/c2ccco2)nc2ccccc21,26%,12%,2.4%,29%,-7%,9%,31%,0.1%,4%
O=C(Cn1cnc2c(oc3nc4c(cc32)CCCC4)c1=O)Nc1cccc(Cl)c1,33%,-5%,-0.1%,-83%,12%,-10%,5.5%,0.3%,-9%
COc1ccccc1-n1nc(C(=O)Nc2ccc3c(c2)OCO3)c2ccccc2c1=O,6%,-5%,-0.7%,-22%,16%,2%,-1.5%,-0.1%,-13%
NS(=O)(=O)c1ccc(CCNC(=O)NC2CCCCC2)cc1,-38%,3%,-0.5%,13%,1%,-10%,-0.7%,0.0%,6%
O=C(NCc1ccc(/C=c2\sc3n(c2=O)CCN=3)o1)C(=O)Nc1ccccc1,7%,5%,3.2%,-22%,-3%,0%,12%,-0.5%,0%
C=CCn1c(=O)c2c3c(sc2n2c(Nc4ccc(C(=O)OCC)cc4)nnc12)CCCC3,14%,0%,2.9%,-70%,2%,4%,-1.5%,0.0%,-31%
CCOC(=O)C1CCN(CCC(=O)Nc2ccccc2Cl)CC1,11%,10%,-6.2%,-3%,-7%,8%,3.5%,0.1%,-2%
O=C(Nc1ccc(F)c(F)c1)NC1CCCCC1,-2%,2%,-4.0%,10%,3%,13%,0.9%,0.0%,-29%
O=C(NC1=NCCS1)c1ccccc1Cl,-1%,-1%,0.7%,-38%[20 µM],18%,-8%,0.8%,-0.3%,-8%
CS(=O)(=O)N(CC(=O)N1CCOCC1)Cc1ccccc1,1%,0%,-4.3%,32%,-7%,12%,-1.9%,-0.3%,-18%
COC(=O)CSC1=C(C#N)C(c2cccc(F)c2)CC(=O)N1 (configuration not stated),4%,3%,-2.6%,8%,25%,-2%,-4.0%,-0.1%,7%
O=c1cc(/C=C/c2c(F)cccc2Cl)[nH]c2ccccc12,14%,17%,-0.1%,12%,-9%,2%,-1.3%,-0.3%,-32%
CCOc1ccc(S(=O)(=O)N2CCCC(C(=O)Nc3cccc(C)c3)C2)cc1 (configuration not stated),-2%,5%,1.4%,-12%,20%,0%,-0.8%,0.3%,22%
CN(C)S(=O)(=O)c1cccc(NC(=O)CN(CCO)CC(=O)Nc2cccc(S(=O)(=O)N(C)C)c2)c1,14%,4%,1.9%,5%,-3%,-2%,-1.3%,0.0%,-3%
O=C1C(=O)N(Cc2cccnc2)C(c2cccc(O)c2)/C1=C(\O)c1ccc2c(c1)OCCO2 (configuration not stated),0%,5%,0.0%,-10%,7%,4%,0.0%,0.2%,-36%
O=C(N/N=C/c1cc(Br)ccc1OC(=O)c1ccc(Br)cc1)c1ccncc1,5%,1%,2.9%,15%,-14%,-8%,2.8%,0.6%,26%
COc1ccccc1CO/N=C/c1cccn1-c1nccc(N(C)C)c1C#N,8%,-2%,-3.5%,9%,2%,9%,2.2%,-0.1%,-28%

# A portion of the library (hit frequency here may not be typical).
